TNAP inh hi DEA: blocks human TNAP under high phosphate acceptor concentration | purified TNAP, CDP-star luminescence, 1 M DEA | inhibition, % at 20 µM | hit rate 0.03% among 200,000 | AID 1135;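 active = over 50% inhibition of tissue-nonspecific alkaline phosphatase at 20 µM in the single-dose screen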;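 note: plate controls were DMSO wells for no effect and EDTA-quenched wells as full inhibition for full effect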
Target sequence (P05186 whole entry, looked up): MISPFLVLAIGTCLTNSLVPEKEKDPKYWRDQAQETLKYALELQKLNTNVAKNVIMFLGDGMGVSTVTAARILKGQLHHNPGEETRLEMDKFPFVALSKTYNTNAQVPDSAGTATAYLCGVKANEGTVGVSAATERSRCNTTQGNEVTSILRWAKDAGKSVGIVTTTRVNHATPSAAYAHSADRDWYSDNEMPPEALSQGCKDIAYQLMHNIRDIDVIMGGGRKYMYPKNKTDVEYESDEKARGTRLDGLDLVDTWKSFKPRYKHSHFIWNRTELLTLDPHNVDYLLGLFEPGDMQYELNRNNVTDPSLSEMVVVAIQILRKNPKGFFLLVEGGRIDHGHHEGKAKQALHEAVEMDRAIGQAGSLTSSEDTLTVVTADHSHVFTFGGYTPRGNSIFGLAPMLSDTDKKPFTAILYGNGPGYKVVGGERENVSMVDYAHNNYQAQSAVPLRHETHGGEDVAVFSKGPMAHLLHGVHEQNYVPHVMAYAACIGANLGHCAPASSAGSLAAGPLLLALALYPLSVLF
APP 5'UTR act: activates APP 5'UTR luciferase reporter. SH-SY5Y APP 5'UTR luciferase reporter, luminescence; zero percent = DMSO vehicle wells. activation, % at 2 µM. hit rate 1% among 190,000;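 active = activation above a set limit, based on mean plus 3 SD of controls, cut at about 140% in these data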; note: values of inactives mirror those of a sister screen read the other way
PMI act: activators of human phosphomannose isomerase. P34949. purified human PMI, coupled resazurin fluorescence, 20 min; hits give high values; 1 = vehicle control, 0 substrate-free wells. activation factor at 20 µM. hit rate 0.005% among 190,000;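 active = activation factor of 2 or more at 20 µM, relative to plate controls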
Target sequence (P34949 whole entry, looked up): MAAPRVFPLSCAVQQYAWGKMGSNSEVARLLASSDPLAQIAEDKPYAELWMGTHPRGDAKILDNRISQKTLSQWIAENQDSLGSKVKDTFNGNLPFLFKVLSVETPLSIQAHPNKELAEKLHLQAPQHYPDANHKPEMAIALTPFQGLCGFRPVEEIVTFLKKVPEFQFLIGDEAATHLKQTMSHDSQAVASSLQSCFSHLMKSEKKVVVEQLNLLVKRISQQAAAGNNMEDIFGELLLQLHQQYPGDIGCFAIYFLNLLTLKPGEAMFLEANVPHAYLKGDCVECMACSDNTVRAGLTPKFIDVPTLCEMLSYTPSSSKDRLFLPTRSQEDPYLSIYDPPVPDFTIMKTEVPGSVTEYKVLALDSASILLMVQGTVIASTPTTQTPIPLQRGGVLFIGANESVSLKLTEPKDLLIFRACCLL
bIAP act: increases bovine intestinal alkaline phosphatase activity; purified bovine IAP, CDP-star luminescence, 30 min; hits give high values; fold of DMSO-control signal, blank-subtracted; activation factor at 20 µM; hit rate 0.17% among 200,000;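 active = activation factor of 2 or more at 20 µM, a signal rise over negative controls twice the positive control's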
FLuc inh counter: Photinus pyralis luciferase inhibition counter-screen; P08659; ATPLite firefly luciferase biochemical luminescence, 10 min; inhibition, % at 10 µM; hit rate 1.5% among 200,000; AID 1006;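 active = inhibition above about 50% when tested at 10 µM, limit read from the data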
FLuc stim CS: affects firefly luciferase, flagging false hits in luciferase stimulation screens; activation factor at 10 µM; ATPlite luciferase biochemical, luminescence, 10 min; 0 = ATP-free wells, 1 = DMSO control; AID 1027; P08659; 200,000 tested, under 10 active;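 active = luciferase activation factor, scaled between plate controls, of at least 2 with compound at 10 µM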
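System: cell-free luciferase reagent; medium: PBS as buffer for the ATP substrate; doses: test compounds dosed from 2 mM stocks in 100% DMSO; incubation: 10 min, room temperature; measured by: luminescence from luciferase reaction; read-out: luciferase activation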
TNAP act hiacc: increases human TNAP activity under high phosphate acceptor concentration | P05186 | purified TNAP, CDP-star luminescence, 1 M DEA, 30 min; hits give high values; 0 = EDTA background, 1 = DMSO-only activity | activation factor at 20 µM | 200,000 tested, under 10 active;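 active = activation factor at least 2 at 20 µM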
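Measured by: Luminescent substrate turnover signal | Test system: Human TNAP | Input: TNAP 1/800 final | Dosing: 20 µM single point | Schedule: 30 min, room temperature | Controls: EDTA wells as negative control, DMSO wells as positive control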
TNAP inh noacc: blocks human TNAP activity with no phosphate acceptor present. P05186. purified TNAP, CDP-star luminescence, 30 min. inhibition, % at 20 µM. hit rate 0.26% among 200,000. AID 1012;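 active = tissue-nonspecific alkaline phosphatase inhibition above about 50% at 20 µM in the single-dose screen, limit read from the data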;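 note: 0% = DMSO negative control and 100% = EDTA positive control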
NF-kB neuron act: raises NF-kB expression in human neuronal cells; hit rate 1.6% among 190,000; NF-kB reporter expression; hits give high values; fold change at 12.5 µM; in the data active = fold change above about 3.3
PMI act hi M6P: PMI (human) activation, high substrate. P34949. coupled PMI enzyme assay, resazurin fluorescence, 20 min; hits give high values; 1 = untreated enzyme, 0 = substrate-free blank. activation factor at 20 µM. hit rate 0.34% among 190,000;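 active = activation factor of 2 or more at 20 µM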
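assay system = human phosphomannose isomerase with PGI, G6PDH, diaphorase coupling enzymes | quantity = 15 ng/mL PMI | incubation = enzyme reaction with compound 20 min at room temperature | medium = HEPES pH 7.4 buffer with MgCl2 and Tween-20 | compound dosing = one concentration, 20 µM, in 1% DMSO | measured by = Diaphorase-driven resazurin-to-resorufin fluorescence, excitation 544, emission 590 nm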
Starred values were filed as active, the others as inactive; / = no result given. The order is random. About 3.6% of those tested had a hit in this group.

1) O=C(COc1ccc(C(=S)N2CCOCC2)cc1)Nc1ccccc1C(F)(F)F
2) C=C(C)CNC(=S)N/N=C/C1=CCC2CC1C2(C)C (stereo not drawn)
3) Cc1ccccc1Oc1nc2ccccn2c(=O)c1/C=C(\C#N)C(=O)Nc1c(C)n(C)n(-c2ccccc2)c1=O
4) CCSc1nc2ccccc2n1C(=O)c1ccc(S(=O)(=O)N2CCCCC2)cc1
5) CC1CCCCN1C(=O)COc1ccc(F)cc1 (stereo not drawn)
6) O=C(CCCSc1nc2ccccc2s1)Nc1nccs1
7) CCN1CCN(C(=O)Cn2c(=O)sc3ccccc32)CC1
8) COC(=O)c1ccc(OC)c(CSc2nnc(COc3ccccc3)o2)c1

Screen / compound no.	1	2	3	4	5	6	7	8
PMI act	1	0.8	1	1	1	0.9	1	0.8
APP 5'UTR act	8	-7	2	5	7	7	2	9
TNAP act hiacc	1	1	1	1	1	1.1	1	1
TNAP inh noacc	-1	1	3	-5	-5	-11	14	-9
NF-kB neuron act	0.93	1.3	4.6*	1.2	1	0.78	1.4	1.5
FLuc inh counter	-3	2	-4	2	2	-2	-9	-6
PMI act hi M6P	1	0.8	1	1	1	0.9	1	0.9
bIAP act	1	1	0.9	1	1	0.8	0.9	0.9
FLuc stim CS	1	1	1	1	1	1	1.1	1.1
TNAP inh hi DEA	4	-1	4	2	-4	-6	-2	-3

9) CCNC(=O)Cc1c(OC)ccc2cc(Br)ccc12
10) Cc1nn(C(C)C)c(C)c1CN1CCN(Cc2ccsc2)C(CCO)C1 (stereo not drawn)
11) O=C1C(=O)N(CCN2CCOCC2)C(c2ccccn2)/C1=C(/O)c1ccccc1 (stereo not drawn)
12) CCn1c(CNc2ccccc2Cl)nnc1SCC(=O)OC1CCCCC1
13) Cc1ccc(S(=O)(=O)N2CCN(CC(=O)N/N=C/c3ccc(C)o3)CC2)cc1
14) Cc1ccc2nc(SCCC(=O)O)cc(C)c2c1
15) FC(F)(F)c1cc(-c2ccco2)nc(NCc2cccnc2)n1
16) Cc1cc(C)cc(Oc2nc(-c3ccccc3)cc(C)c2S(C)(=O)=O)c1

Screen / compound no.	9	10	11	12	13	14	15	16
PMI act	0.9	1	1	1	0.9	1	1.1	1
APP 5'UTR act	-2	16	8	1	8	-13	6	-6
TNAP act hiacc	1.1	1.1	1	1.1	1	1	1	1
TNAP inh noacc	-8	-9	-4	-14	-3	-4	2	-17
NF-kB neuron act	1.3	1.2	0.81	0.96	0.91	1	0.91	2.1
FLuc inh counter	-6	-10	-1	-4	-3	-3	-6	-5
PMI act hi M6P	0.9	1.1	1.1	1	1	1	0.9	0.9
bIAP act	1	1	1	1.1	1	0.9	1	1
FLuc stim CS	1.1	1.1	1	1	1	1	1.1	1.1
TNAP inh hi DEA	-7	-6	0	-11	4	-4	-2	-3

17) Cc1ccc2cc(C(c3nnnn3C3CCCC3)N(Cc3ccco3)Cc3cccs3)c(=O)[nH]c2c1 (stereo not drawn)
18) COC(=O)c1ccc(CSc2nnc(-c3ccccc3)n2C)o1
19) Cc1cc(C)cc(N=C(NO)c2cccc([N+](=O)[O-])c2)c1
20) Cc1ccccc1N1C(=O)C2ON(c3ccccc3)C(c3ccncc3)C2C1=O (stereo not drawn)
21) CCC(C)(C)NC(=O)/C=C/c1ccccc1[N+](=O)[O-]
22) CCCCn1c(=O)[nH]c(=O)c2c1ncn2Cc1ccco1
23) CCn1c(C)cc(/C=C2\NC(=O)N(CC(=O)Nc3cccc(C)c3)C2=O)c1C
24) C/C(CC1CC(COCC(C)C)OC1=O)=N\Nc1nc(-c2ccccc2)cs1 (stereo not drawn)

Screen / compound no.	17	18	19	20	21	22	23	24
PMI act	0.9	0.9	1	1	1.1	1.1	1	1
APP 5'UTR act	-2	7	9	-6	0	/	2	3
TNAP act hiacc	1	1.1	1	1.1	1	1.1	1	1
TNAP inh noacc	4	-7	0	2	-7	4	-5	5
NF-kB neuron act	0.72	1.1	1.1	1.1	0.95	1	1.1	1.1
FLuc inh counter	-7	-4	-7	-7	2	-12	0	-7
PMI act hi M6P	0.9	0.9	0.9	1.1	1.1	1	1	1.1
bIAP act	1	1.2	0.8	1	1.1	0.9	1	0.8
FLuc stim CS	1.1	1	1.1	1.1	1	1.1	1	1.1
TNAP inh hi DEA	-4	-5	-4	-7	0	-6	1	3

25) O=C(Nc1cccc(NC(=O)c2ccc(-c3cccc(Br)c3)o2)c1)c1ccco1
26) O=C(NCC1COc2ccccc2O1)C1CCC(CNc2c(N3CCCCC3)c(=O)c2=O)CC1 (stereo not drawn)
27) COc1cc(C2N(C)CCC3(OCCO3)C2(C)C)cc(OC)c1OC (stereo not drawn)
28) COc1ccc(OCC(O)CNC(=O)/C=C/c2cccc([N+](=O)[O-])c2)cc1 (stereo not drawn)
29) Cc1ccc(S(=O)(=O)N2CCN(C(=O)CCN3C(=O)c4ccccc4C3=O)CC2)cc1C
30) O=C(O)/C=C/C(=O)Nc1ccccc1SC(F)(F)F
31) CC1=NN(c2ccc(Cl)cc2)C(=O)C1C(c1ccccc1O)c1c(C)[nH]n(-c2ccc(Cl)cc2)c1=O (stereo not drawn)
32) CC(=O)NC1CCCN(O)C(=O)/C=C(\C)CCOC(=O)C(NC(C)=O)CCCN(O)C(=O)/C=C(\C)CCOC(=O)C(NC(C)=O)CCCN(O)C(=O)/C=C(\C)CCOC1=O (stereo not drawn)

Screen / compound no.	25	26	27	28	29	30	31	32
PMI act	0.9	1	1	1	1	1	1.1	1.2
APP 5'UTR act	11	12	13	17	-17	-3	-4	7
TNAP act hiacc	1	1.1	1	1	1	1	0.9	1
TNAP inh noacc	9	-29	-14	-3	-5	-2	14	-7
NF-kB neuron act	0.42	0.88	1.1	0.89	0.97	0.95	1.1	1.1
FLuc inh counter	-4	-1	-7	-10	-3	-2	-8	-6
PMI act hi M6P	0.9	0.9	1	1.1	1	1.2	1.1	1.1
bIAP act	0.9	1.2	0.9	0.9	1	1.2	1	1.3
FLuc stim CS	1	1	1.1	1.1	1	1	1.1	1.1
TNAP inh hi DEA	0	-6	0	-4	-2	1	8	-2

33) O=C(/C=C/c1ccccc1)Oc1ccccc1C(=S)N1CCOCC1
34) CCOC(=O)C1=C(N)Oc2cc(O)ccc2C1c1cccnc1 (stereo not drawn)
35) O=C(c1ccccc1-c1ncc[nH]1)N1CCc2c([nH]c3ccccc23)C1c1ccccn1 (stereo not drawn)
36) CCOC(=O)CC(NC(=O)c1cc2cccc(OC)c2oc1=O)c1cccc([N+](=O)[O-])c1 (stereo not drawn)
37) Cc1cc2ccccn2c1C(=O)Nc1ccc(Cl)cc1
38) Cc1cc(NC(=O)c2ccccc2F)n(-c2nc3ccccc3[nH]2)n1
39) Cc1ccc(N=Cc2cc3c(cc2O)OC(N)=C(C#N)C3c2ccccc2)cc1 (stereo not drawn)
40) COc1cc(C(=O)NC(C)c2cnn(-c3ccccc3C)c2C)cc(OC)c1OC (stereo not drawn)

Screen / compound no.	33	34	35	36	37	38	39	40
PMI act	0.8	1	0.9	0.8	1.2	1.1	0.9	/
APP 5'UTR act	3	3	3	27	89	-2	9	9
TNAP act hiacc	1	1	1.1	1	1.1	1.1	1	1
TNAP inh noacc	0	-9	-14	-7	-10	-60	-17	-5
NF-kB neuron act	0.93	1	0.74	0.77	1.1	1.1	1	1.2
FLuc inh counter	-3	-4	1	-4	20	-5	-2	-3
PMI act hi M6P	0.9	1	0.9	0.7	1.1	1	0.9	/
bIAP act	0.9	0.9	1.1	0.8	1.3	1	0.8	1.1
FLuc stim CS	1	1	1	1	0.8	1	1	1
TNAP inh hi DEA	-2	-2	-7	-2	-5	-9	-2	-2

Records above shown as hits in NF-kB neuron act:
item | smiles | PMI act | APP 5'UTR act | TNAP act hiacc | TNAP inh noacc | NF-kB neuron act | PMI act hi M6P | bIAP act | FLuc stim CS | TNAP inh hi DEA
3 | Cc1ccccc1Oc1nc2ccccn2c(=O)c1/C=C(\C#N)C(=O)Nc1c(C)n(C)n(-c2ccccc2)c1=O | 1 | 2 | 1 | 3 | 4.6* | 1 | 0.9 | 1 | 4

The list continues:
41) Cc1cc(C)c2c(NC(=S)NC(=O)c3ccccc3)nn(C)c2n1
42) CCn1nnnc1NC(=O)c1cccc(OC)c1
43) O=C(COc1ccccc1)NCC1(N2CCCCC2)CCCCC1
44) O=C(O)CCCC(=O)OCCCCc1cccs1
45) O=C(Oc1coc(CSc2nnc(NC(=O)c3cccs3)s2)cc1=O)c1ccccc1
46) Cc1ccc2nc(N3CCN(S(=O)(=O)c4ccc5c(c4)OCCO5)CC3)c(C#N)cc2c1
47) c1ccc(-c2cc(-c3ccccc3)n3ncnc3n2)cc1

Screen / compound no.	41	42	43	44	45	46	47
PMI act	1	0.9	1.2	1	1	1	1
APP 5'UTR act	24	24	-14	12	11	-5	-27
TNAP act hiacc	1	1.1	1	1.1	1	1	1
TNAP inh noacc	9	-9	4	-16	-10	-10	-8
NF-kB neuron act	1.5	1.7	1.1	1.1	1.1	1.1	0.98
FLuc inh counter	-4	24	-1	-4	0	-6	0
PMI act hi M6P	1	1	1.1	1.1	1	1	1
bIAP act	0.8	1	1.1	1	0.9	1.1	0.8
FLuc stim CS	1	0.8	1	1	1	1.1	1
TNAP inh hi DEA	0	-9	-4	-6	-1	0	-2

Complete entries, looked up by structure. Order of screens: PMI act, APP 5'UTR act, TNAP act hiacc, TNAP inh noacc, NF-kB neuron act, FLuc inh counter, PMI act hi M6P, bIAP act, FLuc stim CS, TNAP inh hi DEA
Record of Cc1cc(C)c2c(NC(=S)NC(=O)c3ccccc3)nn(C)c2n1 : 1, 24, 1, 9, 1.5, -4, 1, 0.8, 1, 0
Record of c1ccc(-c2cc(-c3ccccc3)n3ncnc3n2)cc1 : 1, -27, 1, -8, 0.98, 0, 1, 0.8, 1, -2
Record of O=C(O)CCCC(=O)OCCCCc1cccs1 : 1, 12, 1.1, -16, 1.1, -4, 1.1, 1, 1, -6

Compound activity deposited in PubChem by several laboratories.
